# APE1 inh = inhibitors of human APE1 endonuclease | P27695 | recombinant APE1, TAMRA/BHQ-2 abasic DNA cleavage fluorescence | Potency, µM (titrated, usually from 65.8 µM), inactives show at the highest dose activity change, negative = inhibition, actives largely listed as inhibitors | 0.35% of 350,000 active | AID 2517;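 further: potency means the concentration at half of the fitted maximal effect; plate controls were vehicle for no effect and reference inhibitor for full effect; nearly all actives have a fitted effect of over 55% in size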
#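 Compound pre-exposure to 0.75 nM APE1, 15 min at ambient temperature. Reaction initiated with 50 nM TAMRA/BHQ-2 THF substrate, read immediately in kinetic mode, 525 nm excitation, 598 nm emission.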
# Pol kappa inh = blocks human DNA polymerase kappa activity | purified Pol kappa, fluorescent DNA synthesis assay, 10 min | Potency, µM (titrated, usually from 107 µM), for the others: at the top dose activity, negative = inhibition, usual class: inhibitors | 0.53% of 400,000 active | AID 588579; further: potency means the concentration at half of the fitted maximal effect; on the % scale 0 is the no-effect control and ±100 the full control effect
#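 Enzyme at 10 nM met test compounds for 15 min at room temperature. Substrate addition (50 nM final) began the reaction, which was monitored by fluorescence at 0 and 10 min.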
# POLB inh = inhibitors of human DNA polymerase beta; Pol beta primer extension/strand displacement, fluorescence kinetic; Potency, µM (top dose mostly 114 µM), without a hit: at the highest dose activity change, negative = inhibition, usual class: inhibitors; 1.3% of 340,000 active; P06746; further: potency means the concentration at half of the fitted maximal effect; on the % scale 0 is the no-effect control and ±100 the full control effect
#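 Pol beta (10 nM) and compounds were preincubated 15 min at room temperature, then 50 nM substrate (final) started primer extension/strand displacement. Reads were taken at 0 and 10 min; concentration-response data were fitted to a four-parameter Hill equation.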
# BLM helicase inh = Bloom syndrome helicase (human) inhibition | recombinant BLM DNA unwinding, fluorescence dequenching | Potency, µM (titrated, usually from 56.1 µM), for the others: at the highest dose activity change, negative = inhibition, actives largely listed as inhibitors | P54132 | 0.2% of 350,000 active;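 further: potency means the concentration at half of the fitted maximal effect; plate controls were vehicle for no effect and no enzyme for full effect; nearly all actives have a fitted effect of over 35% in size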
# Anesthetic bind = binds horse apoferritin like a general anesthetic. 0.074% of 350,000 active. AID 485281. Potency, µM (highest dose often 77.5 µM), for the others: at the top dose activity change, negative = displacement, hits mostly inhibitors. P02791. apoferritin/1-aminoanthracene competitive binding, fluorescence; further: potency means the concentration at half of the fitted maximal effect; on the % scale 0 is the no-effect control and ±100 the full control effect; nearly all actives have a fitted effect of over 20% in size
# Target sequence (P02791 2-175 limits assumed): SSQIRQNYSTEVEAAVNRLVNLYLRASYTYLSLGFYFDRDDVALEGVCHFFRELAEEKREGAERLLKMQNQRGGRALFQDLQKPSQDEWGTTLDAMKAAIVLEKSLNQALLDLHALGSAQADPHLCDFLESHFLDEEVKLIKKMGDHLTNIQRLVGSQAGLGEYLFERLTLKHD
#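 Read-out: endpoint 1-AMA fluorescence, excitation 380 nm and emission 535 nm, after compounds sit 10 min at room temperature with 10 uM horse-spleen apoferritin in 50% saturated 1-AMA/PBS. Values come from four-parameter Hill fits.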
# Glioma ERSR ind = inducers of ER stress response in human glioma cells | U87-MG GRP78 promoter luciferase reporter, 16 h | Potency, µM, for the others: at the highest dose activation, actives largely listed as activators | 0.02% of 420,000 active | AID 602332; further: potency means the concentration at half of the fitted maximal effect; series mostly up to about 76 µM; % of control where 0% means no effect; nearly all actives have a fitted effect of over 35% in size
#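 Stably transfected U87-MG human glioma cells carrying a GRP78-based luminescent sensor were seeded at 1000 cells/well, pin-dosed with compounds and incubated 16 h. Luciferase reagent was then added, and end-point luminescence was read after 10 min at room temperature.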
# Pol iota inh = DNA polymerase iota (human) inhibition; Q9UNA4; 1% of 390,000 active; Potency, µM (highest dose often 115 µM), for the others: top-dose activity, negative = inhibition, usual class: inhibitors; Pol iota fluorescent replication assay, 10 min; AID 588590; further: potency means the concentration at half of the fitted maximal effect
#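 Fluorescent replication assay read twice, at 0 min and 10 min after adding 50 nM (final) substrate. Enzyme (10 nM) and compounds were first incubated 15 min at room temperature; enzyme-free buffer wells were negative controls.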
# LDHA inh = inhibitors of human lactate dehydrogenase A; 0.15% of 480,000 active; purified LDHA, NADH/diaphorase-resazurin fluorescence; active compounds read low; AID 1347041; P00338; activity change, % (values are at about 110 or 230 µM); in the data active means activity change below about -30%; inconclusive means mostly about -25% to -30%;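 further: plate controls were DMSO wells for no effect and wells without enzyme for full effect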
#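 LDH5 2 nM; NADH 0.06 mM, pyruvate 0.2 mM; 200 mM Tris pH 7.4, EDTA, Tween-20; 5 min RT. Detection: diaphorase 0.133 mg/mL + resazurin 37 µM, fluorescence ex540/em590 at 0 and 20 min; normalized to enzyme-free and DMSO wells.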
# Pol eta inh = DNA polymerase eta (human) inhibition | Q9Y253 | recombinant Pol eta, fluorescent DNA replication assay | Potency, µM (doses to about 114 µM), without a hit: at the top dose activity change, negative = inhibition, most hits filed as inhibitors | 1.2% of 390,000 active | AID 588591; further: potency means the concentration at half of the fitted maximal effect; on the % scale 0 is the no-effect control and ±100 the full control effect
# Target sequence (Q9Y253 whole entry, looked up): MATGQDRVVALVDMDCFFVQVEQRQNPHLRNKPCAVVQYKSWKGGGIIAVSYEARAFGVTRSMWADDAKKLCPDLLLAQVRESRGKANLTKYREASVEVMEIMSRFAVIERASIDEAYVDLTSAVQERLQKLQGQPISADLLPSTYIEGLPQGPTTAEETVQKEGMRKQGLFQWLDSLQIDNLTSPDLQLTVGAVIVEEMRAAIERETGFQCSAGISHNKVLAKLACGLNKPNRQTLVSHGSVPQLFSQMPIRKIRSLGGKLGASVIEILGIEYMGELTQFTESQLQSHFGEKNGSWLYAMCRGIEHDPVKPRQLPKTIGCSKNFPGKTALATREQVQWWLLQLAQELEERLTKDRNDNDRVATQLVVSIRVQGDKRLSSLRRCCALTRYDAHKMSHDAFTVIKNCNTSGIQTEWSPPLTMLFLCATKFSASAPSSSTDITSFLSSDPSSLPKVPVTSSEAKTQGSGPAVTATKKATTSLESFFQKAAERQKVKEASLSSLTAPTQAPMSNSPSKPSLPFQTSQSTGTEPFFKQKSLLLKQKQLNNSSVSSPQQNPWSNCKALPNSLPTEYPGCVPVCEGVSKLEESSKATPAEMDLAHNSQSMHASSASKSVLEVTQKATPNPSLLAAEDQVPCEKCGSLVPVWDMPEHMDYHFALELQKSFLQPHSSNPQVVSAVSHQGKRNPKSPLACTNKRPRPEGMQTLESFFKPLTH
#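 Pol eta at 10 nM preincubated with compounds 15 min at room temperature; reaction started with fluorescent substrate (50 nM final) and read kinetically at 0 and 10 min.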
# * hit, by the source's call; ? = inconclusive; . = no result given; [ ] = dose if it differs, or a comment. Unless noted, the call rests on the fitted dose curve; in most records, active means well fitted curve in the direction sought with a large enough effect; inconclusive means small, poorly fitted or top-dose-only effect, or another doubt; inactive means no such curve, though single readings can be large; an effect the other way counts as inactive or inconclusive. This is a subset; count on the stated rates, not on these rows.
SMILES,APE1 inh,Pol kappa inh,POLB inh,BLM helicase inh,Anesthetic bind,Glioma ERSR ind,Pol iota inh,LDHA inh,Pol eta inh
O=C(c1ccc(Sc2cccc(Cl)c2)c([N+](=O)[O-])c1)N1CCN(c2ccccn2)CC1,-2%,-12%,-4%,-10%,-12%,-6%,80%[activator],-9,-11%
CCOc1cc(CNc2ccc(O)cc2)ccc1OCc1ccc(Cl)cc1Cl,?,-13%,?,?,-15%,3%,8.9µM*,37,18µM*
O=C1CS/C(=N/N=C2CCCC2)N1,5%,-6%,15%,-6%,-5%,-3%,34%[activator],-8,-13%
COCCOC(=O)N1CCN(/[N+]([O-])=N/Oc2ccc([N+](=O)[O-])cc2[N+](=O)[O-])CC1,.,7%,.,.,.,-12%,-9%,7,.
CCCCNC(=O)/C=C/c1cccs1,0%,-1%,11%,-3%,5%,11%,17%,-11,-12%
CCOc1ccc(-n2c(SCC(N)=O)nnc2-c2cccnc2)cc1,-1%,-14%,0%,-1%,-8%,-2%,6%[58.9 µM],-4,-4%
Cc1cc(NC(=O)COc2cccc(C)c2C)no1,0%,5%,?,-2%,-12%,-1%,12%,-2,-16%
CCOC(=O)c1c(S(=O)(=O)NCC(=O)N2CCN(c3ccc(OC)cc3)CC2)c(C)n(C)c1C,-14%,-8%,11%,-2%,-10%,-1%,-11%,-1,4%
Cc1ccc(S(=O)(=O)N2CCN(C(=O)CC(C)n3nc(C)c(Cl)c3C)CC2)cc1C (configuration not stated),-3%,13%,6%,-8%,-18%,-2%,35%[activator],-2,-7%
CC(C)c1ccc(NS(=O)(=O)c2ccc3[nH]cc(C(=O)NC4CCCC4)c(=O)c3c2)cc1,.,?,20µM*,-11%,?,3%,79µM*,6,32µM*
O=C(/C=C/c1ccccc1)c1ccc(O)cc1O,0%,-9%[60.1 µM],.,-2%,-7%,?,.,.,.
Cc1sc(NC(=S)NC(=O)C(C)(C)C)c(C(N)=O)c1C,16%,12%,46%,-4%,-9%,?,?,1,-4%
COc1ccccc1NC(=O)C1=C(C)Nc2ncnn2C1c1ccccc1C (configuration not stated),17%,-19%,13%,1%,-10%,-2%,7%,0,-3%
O=C(c1csc(Nc2ccccc2Cl)n1)N1CCCC1,0%,-2%,0%,-8%,2%,-1%,12%,-6,-6%
COCCCN1C(=O)C(=O)/C(=C(/O)c2ccc(S(=O)(=O)N3CCOCC3)cc2)C1c1ccc(F)cc1 (configuration not stated),8%,-9%,-17%,-2%,1%,0%,5%,0,-3%
CCOc1ccc(/C=C/c2ccc3ccccc3n2)cc1OCC,.,?,.,.,.,-5%,?,-2,.
O=C(Nc1c(-c2ccccc2)nc2sccn12)c1ccccc1,4%,-25%,10%,-1%,-15%,0%,10%,-4,3%
O=C(CCN1N=C(c2ccccc2)CCC1=O)NC1CCCC1,60%,-16%,-2%,1%,-11%,1%,9%,-4,-18%
COc1ccc(NC(C)=O)cc1NC(C)C(=O)Nc1ccc(F)cc1 (configuration not stated),1%,-2%,2%,-1%,-6%,-4%,25%,-2,-16%
CN(C)C(=O)c1ccc(S(=O)(=O)NCc2ccc(Cl)cc2)s1,.,-7%[60.1 µM],5%,0%,65%[activator],-3%,-12%,-10,-1%
Cc1ccc(CS(=O)(=O)CCC(=O)NCc2ccccc2Cl)cc1,56%,10%,-1%,0%,-10%,-6%,-1%,0,-13%
Cc1ccc(C(=O)N/C(=C/c2cccs2)C(=O)NCC2CCCO2)cc1 (configuration not stated),3%,4%,-3%,-11%,-3%,-2%,34%[activator],-12,9%
COCCn1c(Cc2ccccc2)nnc1SCC(=O)NC(C)(C)C,0%,-19%,2%,-2%,-10%,1%,-3%[58.9 µM],0,-3%
COc1cccc2nccc(/C=C/c3ccc(N(C)C)cc3)c12,.,-20%,.,.,.,-2%,?,3,.
Cc1cccc(NC(=O)C2CCCN2C(=O)Oc2ccccc2)c1C (configuration not stated),6%,-8%,20%,6%,-3%,-3%,26%,5,-13%
O=Cc1ccc(-c2ccc([N+](=O)[O-])cc2Cl)o1,-4%,-13%,?,-6%,?,-2%,-11%,-6,-20%
O=C(NCc1ccccc1)C1CCN(S(=O)(=O)c2ccc(Cl)cc2)CC1,3%,3%,-1%,-1%,-5%,1%,102%[activator],-5,-13%
COc1ccc(-c2sc3ccc(OC)cc3c2-c2ccc(OC)c(F)c2)cc1,24%,0%,.,.,.,-1%,0%,-3,-4%
C[C@@H](C(=O)OCC(=O)c1ccccc1)N1C(=O)C2CCCCC2C1=O (some centres not stated),22%,-3%,.,.,.,-3%,4%,-6,-18%
CCOC(=O)C1=CC(=O)CC(C)(C)O1,.,-8%,.,.,.,-4%,93%[activator],-5,-3%
O=C(O)CN1CCOCCOCCN(CC(=O)O)CCOCCOCC1,3%,.,17%,-2%,-7%,.,.,.,.
CCCCCCn1c(=O)c(C(=O)N/N=C/c2cccc(F)c2)c(O)c2ccccc21,3%,-9%,-16%,-1%,2%,-4%,-12%,-8,0%
CCOC(=O)C1=C(N)Oc2cc(O)ccc2C1c1ccc([N+](=O)[O-])cc1 (configuration not stated),2%,-12%,-26%,-18%,-21%,-4%,13%,-3,-5%
CCc1ccccc1N(C(=O)c1snc(C(N)=O)c1N)C(C(=O)NCC1CCCO1)c1c[nH]c2ccccc12 (configuration not stated),52%[activator],-12%,1%,-9%,-6%,-6%,23%,-2,-23%
CCc1nnc(NC(=O)CCS(=O)(=O)Cc2ccccc2)s1,12%,-11%,58%,1%,-10%,-1%,11%,-2,-4%
COCC(=O)N1CCC2(CCN(Cc3ccccc3)CC2)CC1,3%,-1%[60.1 µM],.,0%,.,-2%,.,.,.
COc1ccc(S(=O)(=O)N2CCc3ccccc32)cc1C(=O)N1CCC(C)CC1,15%,3%,.,.,.,0%,2%,5,-16%
COc1cccc(C(=O)NNC2=CC(=O)CC(C)(C)C2)c1,-5%,0%,-12%,-4%,-7%,-3%,23%,10,5%
O=C(O)c1ccc(N2CCCC2=O)cc1,1%,-2%,7%,-1%,-6%,-3%,4%,0,8%
COC(=O)CSc1nc2cc3c(cc2cc1C)OCO3,4%,-3%,1%,-6%,-6%,-1%,134%[activator],-7,-16%
Cn1cccc1/C=N/NC(=O)c1ccc[n+]([O-])c1,-2%,9%,-3%,-7%,-2%,-2%,48%[activator],2,-5%
Cn1c(=O)oc2cc(S(=O)(=O)Nc3cccc4c3CCCC4)ccc21,-6%,-4%,?,-3%,?,-3%,6%,6,-8%
NC(=O)Nn1c(CCC(=O)O)ccc1-c1ccc(Cl)cc1,0%,0%,-7%,-1%,-2%,0%,18%,3,-10%
Cc1cccc(N(CC(=O)NC2CCCCC2)C(=O)CCC(=O)Nc2ccccn2)c1,0%,.,27%,1%,-14%,.,.,.,.
O=C(CCNc1ccc(Cc2ccncc2)cc1)c1ccc([N+](=O)[O-])cc1,10%,0%,?,-8%,?,-15%,32%[activator],4,-16%
COC(=O)N/N=C/c1sc(N2CCCCC2)nc1-c1cccs1,-2%,-21%,6%,-12%,-22%,3%,126%[activator],-2,-29%
Cc1cccc(C)c1NC(=O)CN(C)C(=O)C1CC1C (configuration not stated),19%,-9%,.,.,.,0%,9%,0,4%
Cc1nc2ccccc2c(=O)n1NC(=O)c1c(O)c2c(n(CC(C)C)c1=O)CCCC2,7%,-18%,-10%,-19%,-23%,-3%,?,-4,?
CC(=O)Nc1ccc(NC(=O)CN2CCN(c3ccccn3)CC2)cc1,-10%,1%,-13%,-8%,-3%,-5%,129%[activator],-5,-9%
CC(OC(=O)CCc1nc2ccccc2c(=O)[nH]1)C(=O)NCc1ccc2c(c1)OCO2 (configuration not stated),-4%,-6%,?,3%,3%,-7%,0%,0,-9%
COc1ccc(OC)c(-c2csc(NC(=O)CSc3nnnn3C)n2)c1,8%,2%,.,.,.,2%,-3%,-1,-3%
OC1(c2nc3ccccc3[nH]2)CCCCC1,1%,-7%,.,.,.,-4%,9%,-16,-7%
Cc1oncc1C(=O)NC(C)C,0%,-10%,1%,2%,-9%,-6%,10%,-8,-7%
CCOC(=O)CON1C(=O)c2ccccc2C1=O,14%,-7%,12%,0%,-9%,-1%,-4%,-4,-15%
Cc1cccc(S(=O)(=O)Nc2nc3ccccc3nc2NCc2ccco2)c1,-1%,-24%,-16%,-3%,-4%,-7%,32%[activator],-1,6%
Cc1ccsc1CNCc1cc(Cl)ccc1O,26%,-4%,.,.,.,1%,-19%,-4,-11%
O=c1[nH]c(=O)c2[nH]c(=O)n(-c3ccccc3)c2[nH]1,.,-23%,.,.,.,-3%,-9%,1,-3%
CCCNC(=O)CN1C(=O)NC(CC)(c2ccc(F)cc2)C1=O (configuration not stated),9%,0%,8%,-3%,-1%,-1%,31%[activator],-6,-20%
O=S(=O)(c1cccs1)N1CCN(c2ccccc2Cl)CC1,.,-13%,.,.,.,2%,-12%,-4,-21%
CNC(=O)COC(=O)/C=C/c1cn(-c2ccccc2)nc1-c1ccc(C)o1,19%,-8%,28%,0%,0%,1%,42%[activator],-12,2%
CSCCC(NC(=O)c1ccccc1)C(=O)N1CC=C(c2ccccc2)CC1 (configuration not stated),-13%,6%,7%,-9%,62%[activator],-1%,?,3,-13%
CCCc1cc(=O)[nH]c(N/N=C/C=C\c2ccccc2)n1,3%,-8%,3%,-6%,-19%,-4%,15%,-7,-5%
Cc1ccc(NC(=O)CCCn2c(=O)c3cccn3c3ccccc32)c(C)c1,.,-1%,21%,-5%,-3%,-5%,26%,-9,-10%

# Some of these compounds in order of molecular weight, rising:
SMILES,APE1 inh,Pol kappa inh,POLB inh,BLM helicase inh,Anesthetic bind,Glioma ERSR ind,Pol iota inh,LDHA inh,Pol eta inh
O=c1[nH]c(=O)c2[nH]c(=O)n(-c3ccccc3)c2[nH]1,.,-23%,.,.,.,-3%,-9%,1,-3%
CCCc1cc(=O)[nH]c(N/N=C/C=C\c2ccccc2)n1,3%,-8%,3%,-6%,-19%,-4%,15%,-7,-5%
CSCCC(NC(=O)c1ccccc1)C(=O)N1CC=C(c2ccccc2)CC1 (configuration not stated),-13%,6%,7%,-9%,62%[activator],-1%,?,3,-13%

# Source: PubChem BioAssay
